GLD-1 RNA inh = GLD-1-TGE RNA interaction inhibition (C. elegans) | 320,000 compounds, 0.44% hits | inhibition, % at 5.96 µM | purified GLD-1 + fluorescein TGE RNA, fluorescence polarization | Q17339;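 active = percent inhibition above a per-plate cutoff, the plate mean of test compounds plus 3 SD, cut at about 30% in these data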;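 note: 0% = DMSO wells with GLD-1 and probe and 100% = wells lacking GLD-1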
Target sequence (Q17339 whole entry, looked up): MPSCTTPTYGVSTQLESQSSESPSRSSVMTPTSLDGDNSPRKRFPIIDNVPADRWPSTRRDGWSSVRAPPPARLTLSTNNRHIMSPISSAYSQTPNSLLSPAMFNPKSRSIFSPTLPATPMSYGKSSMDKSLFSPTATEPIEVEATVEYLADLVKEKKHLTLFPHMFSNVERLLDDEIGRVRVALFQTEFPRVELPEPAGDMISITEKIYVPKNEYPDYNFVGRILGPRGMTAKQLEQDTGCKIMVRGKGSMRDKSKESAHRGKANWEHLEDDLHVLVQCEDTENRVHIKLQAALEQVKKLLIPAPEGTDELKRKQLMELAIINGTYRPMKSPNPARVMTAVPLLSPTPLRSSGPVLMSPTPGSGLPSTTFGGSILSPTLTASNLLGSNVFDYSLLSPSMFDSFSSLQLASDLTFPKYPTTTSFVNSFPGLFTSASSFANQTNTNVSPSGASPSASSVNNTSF
MCL1-BIM inh = inhibitors of human MCL1 binding to BIM-BH3 peptide; 320,000 compounds, 0.68% hits; GST-MCL1 / FITC-Bim-BH3 fluorescence polarization; inhibition, % at 10.9 µM;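 active = inhibition above the mean inhibition of all tested compounds plus 3 SD, set per campaign, cut at about 40% in these data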;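 note: 0% = DMSO wells and 100% = unlabeled Bim-BH3 peptide control; higher means more loss of mP so more displacement of Bim peptide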
PME-1 primary = blocks human protein phosphatase methylesterase 1 | Q9Y570 | recombinant PME-1, FP-Rh probe fluorescence polarization | inhibition, % at 5.9 µM | 320,000 compounds, 0.53% hits;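 active = inhibition above the campaign mean of all compounds plus 3 SD, cut at about 26% in these data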;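 note: competitive labeling of PME-1 active site by serine hydrolase directed probe; 0% = PME-1 with DMSO and 100% = wells lacking PME-1 enzyme; inhibitors block probe labeling so polarization falls and inhibition rises; many of its hits are not listed in these tables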
Efflux pump inh = antifungal efflux pump inhibition, Nile Red retention. 330,000 compounds, 0.44% hits. inhibition, % at 10 µM. AID 485275. S. cerevisiae Candida pump triplex;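 active = plate passing quality check with inhibition over a set limit, or well fluorescence over plate mean plus 4 SD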;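 note: Nile Red retained in pooled yeast measured as flow cytometry median fluorescence; 0% = buffer negative control and 100% = Enniatin B positive control; higher means more Nile Red kept so more efflux inhibition; some compounds called inactive have numbers as strong as hits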
Fam108B inh = Fam108B inhibition, counter-screen for RBBP9 inhibitors; 300,000 compounds, 0.33% hits; recombinant Fam108B, FP-Rh probe fluorescence polarization; inhibition, % at 9.51 µM;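 active = inhibition above the screen mean inhibition plus 3 SD, computed separately per campaign, cut at about 18% in these data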;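 note: inhibitors lower polarization as less probe binds the enzyme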
MEX-5 binding = C. elegans MEX-5 TCR-2 RNA binding activity | AID 1832 | activity score (negative = inhibition of binding), % at 10 µM | 300,000 compounds, 0.38% hits | MEX-5/FITC-TCR2 RNA binding, fluorescence polarization; hits give low values | Q9XUB2;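 active = inhibition past about -25% in most replicates, and total fluorescence under double the plate's negative control median, limit read from the data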;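 note: 0% = DMSO and -100% = 5 µM competing unlabeled TCR2 RNA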
Target sequence (Q9XUB2 whole entry, looked up): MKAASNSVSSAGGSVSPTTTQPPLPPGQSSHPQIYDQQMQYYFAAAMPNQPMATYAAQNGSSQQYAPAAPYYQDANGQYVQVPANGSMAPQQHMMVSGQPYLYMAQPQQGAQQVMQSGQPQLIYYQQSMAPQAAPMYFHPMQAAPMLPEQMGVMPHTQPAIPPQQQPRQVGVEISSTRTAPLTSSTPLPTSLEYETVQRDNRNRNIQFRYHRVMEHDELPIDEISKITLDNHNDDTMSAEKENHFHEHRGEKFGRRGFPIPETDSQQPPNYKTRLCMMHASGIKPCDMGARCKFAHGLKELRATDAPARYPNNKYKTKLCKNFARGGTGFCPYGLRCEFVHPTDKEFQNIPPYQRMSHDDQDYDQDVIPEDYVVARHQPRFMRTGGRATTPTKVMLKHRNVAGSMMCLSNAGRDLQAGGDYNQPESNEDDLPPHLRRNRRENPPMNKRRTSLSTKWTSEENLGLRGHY
VLA-4 inh = inhibition in a human VLA-4 binding assay | P13612 | VLA-4 expressing cells, ligand binding flow cytometry | inhibition, % (about 7 µM as worked out from the volumes in the protocol) | 330,000 compounds, 0.2% hits | AID 2557; in the data active = inhibition above about 50%
GRK2 inh = human GRK2 inhibition via aptamer displacement. P25098. bead flow cytometry, FAM-aptamer displacement from GRK2. inhibition of aptamer binding, % at 10 µM. 330,000 compounds, 0.59% hits;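 active = inhibition of aptamer binding above 40%, roughly 3 SD of noise, on plates passing a quality check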;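 note: median bead fluorescence of bound FAM aptamer so fluorescent compounds give negative values; no value below 0 was filed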
BCLXL inh = Bcl-xL (human) inhibition. inhibition, % at 10.9 µM. GST-Bcl-xL / FITC-Bim BH3 peptide fluorescence polarization. Q07817. AID 2129. 320,000 compounds, 0.7% hits;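 active = inhibition above the mean of all tested compounds plus 3 SD, cutoff set per campaign, cut at about 30% in these data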;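 note: 0% = DMSO wells and 100% = unlabeled Bim-BH3 peptide competitor; inhibitors lower millipolarization by displacing the labeled peptide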
Active calls of the source: *; x = not tested or not shown. Not all compounds are listed; rates above refer to the full screens.

SMILES	GLD-1 RNA inh	MCL1-BIM inh	PME-1 primary	Efflux pump inh	Fam108B inh	MEX-5 binding	VLA-4 inh	GRK2 inh	BCLXL inh
CC(=O)Nc1nnc(SCC(=O)N2CCc3ccccc32)s1	-5	2	4	0.0	0	-1.7	-9	2	4
CCCCn1c(N)c(N(CCOC)C(=O)COC(=O)Cc2cccc(OC)c2)c(=O)[nH]c1=O	5	2	-1	-0.1	2	-1.7	13	2	7
CCN1CCN(c2nc3c(C)cccn3c(=O)c2/C=C(\C#N)S(=O)(=O)c2ccc(Cl)cc2)CC1	5	12	7	-0.1	-2	-12	-7	3	15
CCNC(=O)COC(=O)c1cc(-c2ccccc2)nn1-c1ccccc1	2	0	-4	0.0	-6	0.9	13	4	-2
O=C(CSc1nccc(-c2cccs2)n1)Nc1ccccc1	1	6	-3	0.0	-4	1.4	2	2	10
N#Cc1cc([N+](=O)[O-])ccc1NC(=O)COC(=O)C1CC2CCCC(C1)C2=O (stereo not given)	-3	1	-4	0.1	2	-1.1	-3	5	2
Nc1ccc2nc(-c3ccc(Cl)cc3)[nH]c2c1	2	0	16	0.3	4	0.1	-72	0	0
COc1ccc(CC(=O)NCC(=O)NCc2cc(=O)n(C)c(=O)n2C)cc1	-2	-4	-5	-0.1	0	1.8	-7	1	1
COC(=O)C1=CN(c2cccc(Cl)c2)C=C(C(=O)OC)C1c1cccc(OC)c1	x	x	x	0.3	x	0.2	8	6	x
COc1ccc(N(CC(=O)NC2CCCCC2)C(=O)c2snc(C(N)=O)c2N)cc1	2	7	2	0.1	-2	-0.1	10	5	4
O=C(Oc1ccc(-c2ccccc2)cc1)N1CCOCC1	11	9	3	0.0	2	2.3	3	6	2
O=C(NC(=S)Nc1ccc(S(=O)(=O)N2CCCC2)cc1)c1cccs1	3	7	4	0.0	-5	-2.8	16	0	7
Cc1ccc(NC(C)C(=O)N/N=C/c2c[nH]c3ccccc23)cc1 (stereo not given)	5	10	2	-0.2	0	0.1	-1	0	0
CC(NC(=O)CNC(=S)N(Cc1ccccc1)Cc1cccnc1)c1ccccc1 (stereo not given)	3	7	9	-0.1	-6	-4.5	3	0	5
CCCOP(=O)(c1ccc(N(C)C)cc1)C(O)c1ccc(Br)cc1 (stereo not given)	5	-8	-10	0.0	-1	0.3	-7	5	-4
CCC(NC(=O)C1C2C=CC(C2)C1C(=O)O)c1ccc(C)cc1 (stereo not given)	9	-8	2	0.2	0	-0.1	-5	x	-2
CC1(C)OC(=O)C(=CNC(=O)c2c(F)cccc2F)C(=O)O1	1	0	6	-0.1	-3	-0.9	6	3	1
CN(C1CC(C)(C)NC(C)(C)C1)S(=O)(=O)CC12CCC(CC1=O)C2(C)C (stereo not given)	4	6	3	-0.1	3	1.2	-23	0	2
COc1ccc(C(=O)NCC(C)(C)CNC(=O)c2ccc(OC)cc2)cc1	12	1	3	0.0	-1	-3.2	-6	0	6
Cc1cccc(C2=NC(C(F)(F)F)(C(F)(F)F)c3c(n(-c4ccc(F)cc4)c(=O)[nH]c3=O)N2)c1	5	7	1	0.1	8	1.0	6	1	7
COc1ccc2[nH]c(C(=O)N3CCCN(Cc4ccc(F)cc4)CC3)cc2c1	7	-5	4	0.0	-1	1.5	-2	2	2
CCOC(=O)[C@@H]1[C@H]2COc3ccc(Br)cc3[C@@H]2N2C(=O)N(c3ccc(C)cc3)C(=O)[C@@]12C	6	x	x	0.5	x	x	13	0	x
C/C(CC(=O)Nc1ccccc1F)=N\NC(=O)Cc1ccc(Cl)cc1	-1	21	-2	-0.1	-1	-0.3	1	0	8
COc1cc(C(=O)OCC(=O)Nc2c(C)n(C)n(-c3ccccc3)c2=O)c([N+](=O)[O-])cc1OC	3	-2	1	0.5	x	x	12	0	1
Cc1nn(C)c(Cl)c1NC(=O)OCc1ccc(F)cc1	7	8	-10	-0.1	2	1.2	-19	0	6
Cc1ccc(CCN2CC(C(=O)NCCCOC(C)C)CC2=O)cc1 (stereo not given)	-2	-1	2	0.2	3	-1.3	19	0	5
C=CCOc1cccc(C(=O)N2CCCC(Nc3ccc4c(c3)OCCO4)C2)c1 (stereo not given)	3	-3	5	0.0	-7	-1.2	2	5	3
CCn1c2ccccc2c2cc(NC(=O)c3ccc(=O)oc3)ccc21	-67	-11	22	0.0	-1	-7.6	-22	0	4
O=C(c1ccc2c(c1)OCO2)N1CCC2(CC1)Oc1ccc(F)cc1C(=O)C21CC(c2cccnc2)=NO1 (stereo not given)	6	3	1	0.1	1	-1.6	34	4	8
COc1ccc(C2(CNC(=O)c3cccs3)CCOCC2)cc1	-1	3	0	-0.1	4	0.8	3	1	8

The results go on:
SMILES	GLD-1 RNA inh	MCL1-BIM inh	PME-1 primary	Efflux pump inh	Fam108B inh	MEX-5 binding	VLA-4 inh	GRK2 inh	BCLXL inh
Cc1c(N)c(C(C)(C)C)cc(C(C)(C)C)c1[N+](=O)[O-]	4	5	5	-0.5	1	1.3	4	2	0
COC(=O)CCC(=O)Nc1cccc(C(=O)Nc2cccc(Cl)c2)c1	14	-4	-10	0.2	-2	-1.0	12	1	-2
O=C(NCC1CCCO1)c1cccc(NC(=O)c2ccc(Br)cc2)c1 (stereo not given)	0	-4	-11	0.1	-3	2.7	-7	5	3
NC(=O)C1(NC(=O)[C@@H]2CC3(CC(c4cccc(NC(=O)[C@@H]5CCC(=O)N5)c4)=NO3)CN2C(=O)Cc2ccc(Cl)cc2)CC1 (stereo not given in full)	-5	7	-2	0.1	-4	-0.1	-3	0	11
C/[N+]([O-])=C/c1c(OCc2ccccc2)ccc2ccccc12	-6	6	1	0.2	5	-0.3	11	2	1
O=C(CN1CCN(c2ccccn2)CC1)NCc1cccs1	-7	2	-4	0.0	2	1.7	3	0	5
COc1ccc(-n2cc(-c3ccc(OC(F)F)cc3)[n+]3c2CCCCC3)cc1	0	11	1	-0.1	-1	0.8	-2	2	6
COc1cc(S(=O)(=O)Nc2ccc3c(c2)C(=O)N(C)C3=O)ccc1NC(C)=O	11	x	x	-0.3	x	x	15	4	x
COc1ccc(S(=O)(=O)Nc2c(C)n(C)n(-c3ccccc3)c2=O)c(Cl)c1Cl	4	3	3	0.1	0	0.8	16	x	5
COc1cccc(N(C(=O)c2cnccn2)C(C(=O)NC2CCCCC2)c2ccc(Cl)cc2)c1 (stereo not given)	-2	2	-2	-0.1	1	-0.3	7	3	-2
COc1ccc(-c2nc(N)ncc2Oc2ccccc2Br)c(O)c1	4	7	-5	0.0	-3	1.1	15	1	9
Cc1ccc(Cl)cc1N1CCN(S(=O)(=O)c2ccc3c(c2)CC(=O)N3C)CC1	-14	-21	-3	0.2	-6	1.9	0	3	-14
CCCCCN(C(=O)CCC(=O)OCC(=O)N1C(C)CCCC1C)c1c(N)n(CCCC)c(=O)[nH]c1=O (stereo not given)	5	3	-8	-2.4	-10	0.3	0	0	6
CC1(C)NC(=O)N(CC(=O)OCC(=O)Nc2cccc(F)c2)C1=O	3	4	6	-0.2	1	-0.8	-12	0	9
NC(=O)c1nsc(C(=O)N(c2ccccc2)C(C(=O)NC2CCCC2)c2cccs2)c1N (stereo not given)	5	3	5	0.1	-2	-0.4	-2	1	-2
COc1ccccc1NC(=S)N(CCc1ccc(OC)c(OC)c1)Cc1ccccn1	12	0	-6	0.0	-3	0.9	-6	1	1
COc1ccc(C(=O)C[n+]2ccc3c(c2)nc(-c2ccccc2)n3C)cc1	1	-2	3	0.2	-2	2.7	-7	0	1
O=C(N/N=C/c1cccnc1)c1ccc(Cn2cc([N+](=O)[O-])cn2)o1	1	-3	1	-0.2	4	2.0	2	0	-2
CC1CCCCC1NC(=O)Cc1ccc(S(=O)(=O)N2CCOCC2)s1 (stereo not given)	0	-13	6	0.2	-1	2.6	6	2	-3
O=C(CSc1ccccn1)N1CCN(S(=O)(=O)c2ccc(Cl)cc2)CC1	-1	-3	6	-0.1	-1	1.1	3	3	-1
Cc1cccc(C)c1NC(=S)N/N=C/c1ccccc1C(=O)O	4	2	2	0.1	-3	-1.0	-9	0	-1
CCCn1c(SCC(=O)Nc2ccc3c(c2)OCCO3)nnc1-c1ccco1	2	3	0	0.0	7	2.1	-3	3	6
COc1ccccc1OCCNC(=O)C1CC(=O)N(c2ccccc2OC)C1 (stereo not given)	2	5	0	0.0	x	x	-11	8	1
O=C1C2Sc3[nH]c(=O)sc3C(c3ccccc3)C2C(=O)N1c1ccc(Cl)cc1 (stereo not given)	10	24	-9	0.3	1	x	7	0	16
O=C1CCC/C=C/C[C@@H](CC(=O)N(CCO)Cc2ccccc2)C(=O)NC[C@H](c2ccccc2)O1	0	x	x	0.1	x	x	19	1	x
O=[N+]([O-])c1cccc(NC(=S)NCCc2ccccc2)c1	0	10	-20	0.1	-2	-0.5	-1	3	3
Cc1cccc(-n2c(=O)c3ccccc3n3c(=S)[nH]nc23)c1C	1	-21	1	-0.3	2	2.2	11	0	-28
CC(C)c1nc(SCC(=O)Nc2cccc(C(F)(F)F)c2)c2c(=O)n(C)c(=O)n(C)c2n1	8	-1	-4	0.1	-4	0.1	-30	3	-1
O=C(NCCCNC(=O)c1cncc(O)c1)c1cncc(O)c1	0	-4	-6	-0.1	-4	1.7	3	0	3
Cc1ccc(C(=O)OCC(=O)Nc2ccc3c(c2)OCO3)o1	3	7	-1	0.2	1	1.3	-5	1	3

Remaining list, next part.
SMILES	GLD-1 RNA inh	MCL1-BIM inh	PME-1 primary	Efflux pump inh	Fam108B inh	MEX-5 binding	VLA-4 inh	GRK2 inh	BCLXL inh
COC(=O)[C@@H](Cc1c[nH]c2ccccc12)NC(=O)CCC(=O)c1ccc(F)cc1	0	-3	-5	0.4	0	2.7	-11	1	-4
C/C(=N\NC(=O)CC#N)c1cc2ccccc2oc1=O	-9	0	3	1.4	5	-2.6	0	4	6
OCCCN1c2ccccc2Nc2nnc(-c3ccccc3)cc21	7	4	1	0.0	1	-1.1	3	4	3
O=C(C1CCC(CNS(=O)(=O)c2cccc3nsnc23)CC1)N1CC=C(c2ccccc2)CC1 (stereo not given)	2	3	0	0.2	1	4.7	-19	0	5
Cc1ccsc1C1CC(=O)Nc2ccccc2S1 (stereo not given)	5	7	8	0.1	-4	-0.7	2	0	5
O=C(COc1cc(Cl)c(Cl)cc1Cl)Nc1ccncc1	4	2	-11	0.0	-11	-0.5	8	0	7
COc1ccc(OC)c(/C(C)=N/Nc2ccc(C(=O)O)cc2)c1	2	3	-2	-0.1	10	1.0	-4	32	6
CN(C)c1ccc(C(=O)OCC(=O)NCCNC(=O)COC(=O)c2ccc(N(C)C)cc2)cc1	1	-11	5	0.1	1	-2.1	14	1	0
CSc1ncc(Cl)c(C(=O)Nc2ccccc2Cl)n1	9	2	0	-0.3	-3	2.5	0	2	8
Cc1cc(C)n(-c2ccc(C(=O)Nc3ccc(C)c(S(=O)(=O)N(C)C)c3)cc2)n1	-6	-15	-3	-0.2	0	-1.1	4	0	2
CC(C)c1ccccc1NC(=O)c1ccco1	7	0	-9	-0.1	0	0.5	17	0	0
COc1ccc(NC(=O)CN2CCN(C(=O)c3ccco3)CC2)c(OC)c1	8	6	1	-0.1	0	1.6	-3	3	5

Source: PubChem
